Bioassay records (PubChem BioAssay)
Luciferase inh – blocks purified firefly luciferase enzyme activity; P08659; purified P. pyralis luciferase, luminescence, biochemical; Potency, µM (highest dose often 115 µM), inactives show top-dose activity change, negative = inhibition, actives largely listed as inhibitors; 2.5% of 76,000 active; AID 1347043; also: potency is read from the fitted curve at half-maximal effect; nearly all actives have a fitted effect of over 65% in size
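Luminescence read by CCD imaging after purified firefly luciferase (10nM final) was added to substrate buffer holding 10uM D-luciferin and 10uM ATP, pH 7.5, pre-dosed with compound.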
SNCA viab count – counter-screen for SNCA expression inhibitors: cell viability; HEK-293-SNCA-luc viability, GF-AFC fluorescence, 24 h; Potency, µM (titrated, usually from 57.1 µM), inactives show at the top dose activity change, negative = cytotoxicity, usual class: cytotoxic; 0.12% of 150,000 active; AID 1671193;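 also: potency is read from the fitted curve at half-maximal effect; 0% = DMSO-treated cells and -100% = medium-only wells without cells; nearly all actives have a fitted effect of over 30% in size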
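Cytotoxicity counterscreen: after 24 h compound treatment of genome-edited SNCA-luciferase HEK-293 cells, live-cell protease substrate GF-AFC read by fluorescence after 30 min; activity scaled between DMSO (0%) and medium-only (-100%), curves Hill-fitted.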
3T3 cytotox – kills NIH 3T3 cells. NIH 3T3 viability, CellTiter-Glo ATP luminescence, 48-72 h. Potency, µM (top dose mostly 96.7 µM), without a hit: at the top dose activity change, negative = cytotoxicity, actives largely listed as inhibitors. 4.3% of 94,000 active. AID 1345082; also: potency is read from the fitted curve at half-maximal effect; nearly all actives have a fitted effect of over 55% in size
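ATP-dependent luminescence (CellTiter-Glo) served as the viability signal for NIH 3T3 cells treated with compound for 48 or 72 hr at 37 °C.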
SNCA expr inhib – SNCA gene expression inhibition | HEK-293 SNCA-luciferase knock-in, luminescence, 24 h | Potency, µM (highest dose often 57.2 µM), for the others: at the top dose activity change, negative = inhibition, actives largely listed as inhibitors | 0.17% of 140,000 active | AID 1671194;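 also: potency is read from the fitted curve at half-maximal effect; plate controls were DMSO cells for no effect and cell-free wells for full effect; nearly all actives have a fitted effect of over 45% in size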
GPT2 inh – inhibitors of human GPT2 alanine aminotransferase. Recombinant GPT2, coupled pyruvate oxidase/HRP Amplex Red fluorescence. Potency, µM (titrated, usually from 57.7 µM), inactives show top-dose activity change, negative = inhibition, actives largely listed as inhibitors. 0.25% of 100,000 active. AID 1671188; also: potency is read from the fitted curve at half-maximal effect; nearly all actives have a fitted effect of over 60% in size; many of its hits are not listed in these tables
Target sequence (Q8TD30 whole entry, looked up): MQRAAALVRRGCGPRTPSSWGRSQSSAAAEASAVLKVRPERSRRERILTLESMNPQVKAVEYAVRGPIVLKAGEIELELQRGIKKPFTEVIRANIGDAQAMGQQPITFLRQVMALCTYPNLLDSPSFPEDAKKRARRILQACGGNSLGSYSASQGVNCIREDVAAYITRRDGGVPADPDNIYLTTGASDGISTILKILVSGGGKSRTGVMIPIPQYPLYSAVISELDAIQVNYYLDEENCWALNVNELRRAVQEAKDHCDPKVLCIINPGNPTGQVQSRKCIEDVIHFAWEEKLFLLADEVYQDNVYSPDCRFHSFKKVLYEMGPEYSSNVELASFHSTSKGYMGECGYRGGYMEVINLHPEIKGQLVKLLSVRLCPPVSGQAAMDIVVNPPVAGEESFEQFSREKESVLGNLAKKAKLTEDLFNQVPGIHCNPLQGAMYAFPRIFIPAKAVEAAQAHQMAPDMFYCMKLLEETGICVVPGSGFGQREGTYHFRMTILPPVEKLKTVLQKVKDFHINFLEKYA
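Fluorescence of coupled pyruvate oxidase/HRP/Amplex Red system (50uM Amplex, 30 min, dark) reports pyruvate formed by GPT2. Enzyme reaction: 10ng/uL GPT2, 2mM L-alanine, 250uM a-KG, 30 min room temperature, pH 7.5; 50uM AOA control.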
IP6K1 inh – blocks human inositol hexakisphosphate kinase 1. Q92551. IP6K1 kinase, ADP-Glo luminescence, 2 h; active compounds read low. activity change, % (series mostly up to about 58 µM). 0.81% of 140,000 active; in the data active = activity change below about -25%
Target sequence (Q92551 whole entry, looked up): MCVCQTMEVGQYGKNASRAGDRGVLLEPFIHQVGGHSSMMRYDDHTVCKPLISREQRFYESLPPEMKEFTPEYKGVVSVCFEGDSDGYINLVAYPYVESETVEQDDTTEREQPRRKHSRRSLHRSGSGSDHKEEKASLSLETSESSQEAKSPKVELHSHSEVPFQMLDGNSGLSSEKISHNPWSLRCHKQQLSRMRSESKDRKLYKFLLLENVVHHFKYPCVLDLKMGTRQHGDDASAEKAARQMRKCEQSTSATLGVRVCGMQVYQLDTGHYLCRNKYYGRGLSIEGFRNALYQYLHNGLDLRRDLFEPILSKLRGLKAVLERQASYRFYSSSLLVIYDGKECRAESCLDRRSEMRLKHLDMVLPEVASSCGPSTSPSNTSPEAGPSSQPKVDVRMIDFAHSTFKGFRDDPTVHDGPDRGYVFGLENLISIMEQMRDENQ
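ADP-Glo luminescence measures ADP made by human IP6K1 during a 2 h RT reaction with ATP/IP6 (mix at 1.3 mM/130 uM); top library doses 57.5 and 19.1 uM final.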
HEK cytotox – cytotoxic compounds in HEK 293 cells. AID 1345083. Potency, µM (top dose mostly 115 µM), without a hit: top-dose activity change, negative = cytotoxicity, actives largely listed as inhibitors. HEK 293 viability, ATP luminescence (CellTiter-Glo), 48-72 h. 6.6% of 94,000 active; also: potency is read from the fitted curve at half-maximal effect; nearly all actives have a fitted effect of over 60% in size
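Cytotoxicity was scored by loss of ATP-coupled luminescence (CellTiter-Glo) in HEK 293 cells. Compound treatment ran 48 or 72 hr at 37 degree Celsius, 5% CO2, 95% humidity.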
* hit, by the source's call; i = inactive; u = inconclusive; x = no result given; [ ] = remark or other dose. Unless noted, calls follow the shape of the dose curve; as a rule, active = well fitted curve in the direction sought with a large enough effect; inconclusive = small, poorly fitted or top-dose-only effect, or another doubt; inactive = no such curve, though single readings can be large; an effect the other way counts as inactive or inconclusive. Unless noted, % is scaled to controls: 0 for no effect and ±100 for the full control effect. The list is partial (hit frequency here may not be typical).

Every second line gives: IP6K1 inh, SNCA viab count, 3T3 cytotox, HEK cytotox, Luciferase inh, GPT2 inh, SNCA expr inhib
[1] COc1ccc(-n2nnc(-c3nc(-c4cccs4)no3)c2N)cc1
    15.0, -4.1%, x, x, x, x, 107.3%[activator]
[2] CCc1nc(-c2c3n(c(=O)n(CC(=O)NCc4cccc(OC)c4)c2=O)CCCC3)no1
    27.5, 8.2%, 2.8%, 4.3%, -6.0%, 3.9%, -1.3%
[3] COc1ccc(C2CC(=O)N(Cc3ccccc3C)c3c2c(C)nn3-c2nc(C)cc(C)n2)c(OC)c1 (stereo not drawn)
    3.5, -9.0%, x, x, x, x, 5.5%
[4] O=C(NC1CCc2nnc(C3CC3)n2CC1)C1CC=CCC1 (stereo not drawn)
    -2.5, -2.7%, -10.4%, -1.5%, 0.0%, 0.3%, 44.3%[activator]
[5] O=C(Cn1nc2n(c1=O)CCCCC2)Nc1ccccc1C(F)(F)F
    9.7, 28.9%, i, 5.9%, 1.1%, i, 15.1%
[6] O=C(NCCOc1ccccc1)c1cnc2n1CCN(Cc1ccncc1Cl)CC2
    18.3, -5.9%[87.6 µM], u, u, -10.2%[172 µM], i, -3.1%[87.6 µM]
[7] Cn1nc2n(c1=O)CCN(S(=O)(=O)Cc1ccccc1)CC2
    3.1, 8.7%, 3.8%, 4.6%, x, -5.6%, -11.0%
[8] COCCCN1CC2(CCN(C(=O)c3nn(C)c4ccccc34)CC2)CC1=O
    -6.1, 0.5%, -14.2%, -9.4%, -1.8%, u, -11.3%
[9] COc1ccc(S(=O)(=O)N2CCN(CC(=O)Nc3ccc(Cl)c(C(F)(F)F)c3)CC2)cc1
    -10.1, -4.7%, x, x, x, x, u
[10] CO[C@H]1C(=O)N(C(C)C)[C@H]1C1CCN(C(=O)c2cccc(C#N)c2)CC1
    7.4, 6.4%, -14.0%, -16.1%, -11.9%, i, 20.2%
[11] COc1cccc(C(=O)N2CCN(CCCn3nc4n(c3=O)CCCC4)CC2)c1
    4.8, x, -22.6%, -12.2%, x, x, x
[12] COc1ccc(-c2nnc([C@H]3CCN(Cc4ccccc4Cl)C3)o2)cc1
    5.5, -8.5%[87.6 µM], u, u, u, -6.1%[88.5 µM], 32.0%[activator][87.6 µM]
[13] C[C@@H]1O[C@@H](O[C@H]2[C@H](O[C@H]3CC[C@@]4(C)C(CC[C@]5(C)C4C=C[C@]46OC[C@@]7(CCC(C)(C)C[C@H]74)[C@@H](O[C@@H]4O[C@@H](C)[C@H](O)[C@@H](O)[C@H]4O)C[C@]65C)[C@]3(C)CO)O[C@H](CO)[C@@H](O)[C@@H]2O[C@@H]2O[C@H](CO)[C@@H](O)[C@H](O)[C@H]2O)[C@H](O)[C@H](O)[C@H]1O (stereo partly drawn)
    7.8, u, x, x, x, 4.6%[17.1 µM], x
[14] COc1ccc(S(=O)(=O)Nc2ccc(-c3cn4c(C)csc4n3)cc2)cc1
    -14.9, -4.1%, x, x, x, x, -8.9%
[15] COCCn1c2c(c(=O)n1-c1ccccc1)CCN(C(=O)c1ccccc1)C2
    23.3, -0.2%[87.6 µM], u, i, -1.5%[172 µM], -1.3%[88.5 µM], 17.6%[87.6 µM]
[16] CCCCCNS(=O)(=O)c1ccc(N2CCCCS2(=O)=O)cc1
    7.5, 13.6%, x, x, x, x, -2.5%
[17] COc1ccc(CNC(=O)c2cc(-c3cccc(OC)c3)nc3c2cnn3C)cc1
    4.0, x, u, u, x, x, x
[18] CCC1=C(C(=O)OC)C(c2cccc(OC)c2)N2C(CC(=O)NC3CC3)=CSC2=N1 (stereo not drawn)
    19.3, -16.8%, i, -1.2%, -4.6%, i, -16.5%
[19] COc1ccc(-n2c(=O)c(C(=O)NCC(F)(F)F)nc3cccnc32)cc1
    5.1, 4.3%, -12.7%, -3.0%, x, i, 2.2%
[20] CC1(C(=O)N2C[C@@H](Oc3ccccc3)C[C@H]2C(=O)N2CCOCC2)CCCCC1
    -1.6, -0.5%, -24.1%, -8.7%, -7.4%, i, 14.5%
[21] CN(CC(=O)N[C@H]1CCOC[C@H]1C1CCOCC1)Cc1ccncc1
    14.8, -2.1%, -7.5%, -6.7%, 0.3%, i, -16.0%
[22] Cn1nnc(-c2cccc(NC(=O)CC[C@H]3NC(=O)c4ccccc4NC3=O)c2)n1
    2.7, 2.5%, i, 9.3%, 8.0%, 2.8%, 7.3%
[23] O=C(Nc1cccc(C(F)(F)F)c1)O[C@@H]1CO[C@H]2[C@@H]1OC[C@@H]2NC(=S)Nc1ccc(Cl)cc1
    -1.7, -8.8%, u, 44.7µM*, -18.3%, 0.2%, u
[24] COc1cccc(NC(=O)CCc2c(C)nc3nc(CNC(=O)c4cccc(F)c4)nn3c2C)c1
    2.2, 25.7%, x, x, x, x, 11.5%
[25] Cc1oc2c(c(C)cc3oc(=O)c(CC(=O)NCCc4ccc(Cl)cc4)c(C)c32)c1C
    -16.5, -7.0%, x, x, x, x, 21.1%
[26] Cc1ccc(N2CC(NC(=O)CCCc3ccccc3)CC2=O)cc1 (stereo not drawn)
    4.6, 0.3%, x, x, x, x, 3.7%
[27] CCn1ccc(C(=O)N[C@@H]2CN(S(C)(=O)=O)C[C@H]2CN(C)C)n1
    22.5, 0.1%, -6.8%, -8.4%, 5.6%, 1.4%, 27.2%
[28] COc1ccc(Cl)cc1C(=O)N1CCC(Oc2ccc3c(cnn3CCC(=O)O)c2)CC1
    8.4, 6.2%, u, -19.0%, -6.5%, i, 6.3%
[29] Clc1ccc(-c2nnc([C@H]3CCN(Cc4ccco4)C3)o2)cc1
    14.8, 3.0%[87.6 µM], -36.9%[174 µM], -21.3%[172 µM], 44.7µM*, -6.2%[88.5 µM], 122.5%[activator][87.6 µM]
[30] CC1=NS(=O)(=O)N(C)C=C1C(=O)OCc1nc(C2CC2)no1
    14.1, 5.8%, -3.1%, -2.6%, 3.7%, i, 31.8%[activator]

2 entries from above, tab-delimited.
No.	SMILES	IP6K1 inh	SNCA viab count	3T3 cytotox	HEK cytotox	Luciferase inh	GPT2 inh	SNCA expr inhib
3	COc1ccc(C2CC(=O)N(Cc3ccccc3C)c3c2c(C)nn3-c2nc(C)cc(C)n2)c(OC)c1 (stereo not drawn)	3.5	-9.0%	x	x	x	x	5.5%
4	O=C(NC1CCc2nnc(C3CC3)n2CC1)C1CC=CCC1 (stereo not drawn)	-2.5	-2.7%	-10.4%	-1.5%	0.0%	0.3%	44.3%[activator]

New compounds follow:
Every second line gives: IP6K1 inh, SNCA viab count, 3T3 cytotox, HEK cytotox, Luciferase inh, GPT2 inh, SNCA expr inhib
[31] O=C(NCc1nncn1CCc1ccccc1)C1CC2(CCNCC2)CN1 (stereo not drawn)
    8.3, 2.9%, 1.8%, -5.9%, -0.6%, u, -6.4%
[32] COc1cccc(C2c3c(oc4cc(C)cc(C)c4c3=O)C(=O)N2CCc2ccc(OC)c(OC)c2)c1 (stereo not drawn)
    -10.6, -3.8%, x, x, x, x, -8.3%
[33] O=C1CCN(C(=O)CCc2ccccc2)CCCOCCN1
    -4.8, 8.0%, 2.9%, u, -2.6%, 4.2%, 35.3%[activator]
[34] COc1cc(OC)c(NC(=O)CN(C)S(=O)(=O)c2ccc3c(c2)CCCC(=O)N3)cc1Cl
    -11.5, 4.1%, x, x, x, x, 1.0%
[35] COc1cccc(COC(=O)c2nn(-c3ccccc3)nc2N)c1
    5.7, 21.3%, x, x, x, x, 30.0%
[36] O=C(NCC1CCCCC1)C1CCCCC(=O)N1Cc1ccccc1 (stereo not drawn)
    -15.1, 11.3%, -18.5%, -5.2%, x, i, 12.9%
[37] CC1CN(C(=O)CCC(=O)NCc2cccc(Cl)c2)c2ccccc2S1 (stereo not drawn)
    -3.1, 11.0%, x, x, x, x, 15.2%
[38] N#Cc1ccc(C(=O)NC2CCN(c3cc(-c4ccc(Cl)cc4)[nH]n3)C2)cc1 (stereo not drawn)
    11.2, -7.3%, u, 44.7µM*, -6.3%, u, -3.2%
[39] CNC(=O)N1CCC(C2CCN(S(=O)(=O)Cc3ccc(C)cc3)C2)CC1 (stereo not drawn)
    11.2, -3.9%[12.5 µM], -15.6%, -19.3%, -8.9%, i, 31.2%
[40] C[S+](=O)([O-])N1CCCC2(CC(c3ccccn3)=NO2)C1 (stereo not drawn)
    -9.4, 3.6%[87.6 µM], i, i, x, 0.2%[88.5 µM], 30.4%[activator][87.6 µM]
[41] CC(C)CNC(=O)c1coc(COc2ccc3c(c2)C(c2cccc(F)c2)N(C(=O)C2CC2)CC3)n1 (stereo not drawn)
    8.3, u, 12.6µM*, 14.1µM*, -10.1%, -4.6%, u
[42] Cc1ccc(C)c(C(=O)NC2CCN(C(=O)c3cc4c(=O)[nH]c(C)cn4n3)CC2)c1
    8.2, -7.4%, -2.0%, -0.8%, -5.7%, -1.5%, 11.9%
[43] Cc1ccc(C(=O)NCc2nnc3c(-c4nc(C(C)C)no4)cccn23)cc1
    18.4, 5.5%, -20.2%, -7.0%, 5.4%, -1.4%, -22.4%
[44] Cc1sc2c(c1C)c(=O)n(-c1ccccc1)c(=O)n2CC(=O)c1ccc(Cl)cc1
    -15.2, -26.2%, x, x, x, x, 3.6%
[45] CC(C)CCN1CCC(C2CCN(C(=O)c3ccncc3)CC2)C1 (stereo not drawn)
    -9.7, 10.7%, -3.4%, 53.0%[activator], 4.1%, -9.3%, -13.9%
[46] Cc1ccccc1C(=O)N1CCC(c2nn(-c3ccc(Cl)cc3)c(=O)[nH]2)CC1
    -8.2, 6.4%, u, u, -0.8%, i, u
[47] COc1ccc(NC(=O)Cn2c(=O)n(CCC(=O)NCCc3ccc(OC)c(OC)c3)c(=O)c3ccccc32)cc1Cl
    -2.8, -4.4%, x, x, x, x, -1.9%
[48] CCN(C(=O)C1CCN(S(=O)(=O)c2ccc3c(c2)CCCN3C(C)=O)CC1)c1cccc(C)c1
    -10.0, 5.8%, x, x, x, x, -16.1%

Four records drawn at random from the list so far:
Every second line gives: IP6K1 inh, SNCA viab count, 3T3 cytotox, HEK cytotox, Luciferase inh, GPT2 inh, SNCA expr inhib
[44] Cc1sc2c(c1C)c(=O)n(-c1ccccc1)c(=O)n2CC(=O)c1ccc(Cl)cc1
    -15.2, -26.2%, x, x, x, x, 3.6%
[40] C[S+](=O)([O-])N1CCCC2(CC(c3ccccn3)=NO2)C1 (stereo not drawn)
    -9.4, 3.6%[87.6 µM], i, i, x, 0.2%[88.5 µM], 30.4%[activator][87.6 µM]
[32] COc1cccc(C2c3c(oc4cc(C)cc(C)c4c3=O)C(=O)N2CCc2ccc(OC)c(OC)c2)c1 (stereo not drawn)
    -10.6, -3.8%, x, x, x, x, -8.3%
[41] CC(C)CNC(=O)c1coc(COc2ccc3c(c2)C(c2cccc(F)c2)N(C(=O)C2CC2)CC3)n1 (stereo not drawn)
    8.3, u, 12.6µM*, 14.1µM*, -10.1%, -4.6%, u

Some values from the entries so far:
For 3T3 cytotox, O=C1CCN(C(=O)CCc2ccccc2)CCCOCCN1 reads 2.9%
For IP6K1 inh, CCN(C(=O)C1CCN(S(=O)(=O)c2ccc3c(c2)CCCN3C(C)=O)CC1)c1cccc(C)c1 reads -10.0
